Bioassay records as filed in PubChem BioAssay.
Pol iota inh = DNA polymerase iota (human) inhibition; Q9UNA4; Pol iota fluorescent replication assay, 10 min; Potency, µM (series often up to 115 µM), inactives show at the top dose activity, negative = inhibition, actives largely listed as inhibitors; hit rate 1% among 390,000; AID 588590
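Fluorescent replication assay read twice, at 0 min and 10 min after adding 50 nM (final) substrate. Enzyme (10 nM) and compounds were first incubated 15 min at room temperature; enzyme-free buffer wells were negative controls.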
JMJD2A Tudor = blocks the human JMJD2A Tudor domain | Potency, µM (top dose mostly 114 µM), without a hit: at the top dose activity change, negative = inhibition, actives largely listed as inhibitors | O75164 | AlphaScreen JMJD2A-Tudor / H3K4me3 peptide binding | AID 504339 | hit rate 4.4% among 390,000; further: on the % scale 0 is the no-effect control and ±100 the full control effect; nearly all actives have a fitted effect of over 50% in size
G9a block = inhibitors of human histone lysine methyltransferase G9a | Q96KQ7 | hit rate 8.8% among 350,000 | Potency, µM (titrated, usually from 102 µM), inactives show at the top dose activity, negative = inhibition, usual class: inhibitors | G9a H3K9 monomethylation, AlphaScreen, 2 h | AID 504332; further: on the % scale 0 is the no-effect control and ±100 the full control effect; nearly all actives have a fitted effect of over 75% in size
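G9a (20 nM) preincubated 15 min RT with compounds, then 500 nM biotinylated H3K9 peptide and 20 uM SAM added; 2 h RT reaction. Monomethyl-H3K9 product detected by AlphaScreen with anti-H3K9me1 antibody, streptavidin donor and anti-rabbit IgG acceptor beads.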
Pol eta inh = inhibitors of human DNA polymerase eta. hit rate 1.2% among 390,000. recombinant Pol eta, fluorescent DNA replication assay. Q9Y253. Potency, µM (top dose mostly 114 µM), inactives show at the highest dose activity change, negative = inhibition, actives largely listed as inhibitors; further: on the % scale 0 is the no-effect control and ±100 the full control effect
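Fluorescent replication assay: 50 nM final substrate added after a 15 min room-temperature compound preincubation with 10 nM enzyme. Signal taken at 0 min and again at 10 min.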
BAZ2B inh = BAZ2B (human) inhibition; Q9UIF8; AlphaScreen BAZ2B-H3K14Ac peptide displacement; Potency, µM (titrated, usually from 114 µM), for the others: at the top dose activity change, negative = inhibition, hits mostly inhibitors; hit rate 4.4% among 360,000; AID 504333; further: on the % scale 0 is the no-effect control and ±100 the full control effect; nearly all actives have a fitted effect of over 60% in size
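AlphaScreen displacement of biotin-H3(5-23)K14Ac peptide (50 nM final) from BAZ2B (50 nM final) in PBS pH 7.4, 0.01% Tween-20; complex preformed 30 min RT, then compounds (top 110 uM) 30 min RT, beads 20 min dark.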
APEX1 inh = APE1 (human) endonuclease inhibition. P27695. hit rate 0.35% among 350,000. Potency, µM (doses to about 65.8 µM), inactives show top-dose activity change, negative = inhibition, actives largely listed as inhibitors. recombinant APE1, TAMRA/BHQ-2 abasic DNA cleavage fluorescence;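 further: plate controls were vehicle for no effect and reference inhibitor for full effect; nearly all actives have a fitted effect of over 55% in size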
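Incision of a quenched TAMRA/BHQ-2 THF abasic-site duplex (50 nM) by 0.75 nM APE1, after 15 min compound preincubation, measured as fluorescence increase over three 60 s reads. Values normalized to buffer, DMSO and NSC13755 control wells.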
BLM inh = blocks DNA unwinding by human BLM helicase; P54132; hit rate 0.2% among 350,000; Potency, µM (titrated, usually from 56.1 µM), without a hit: at the highest dose activity change, negative = inhibition, actives largely listed as inhibitors; recombinant BLM DNA unwinding, fluorescence dequenching;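 further: plate controls were vehicle for no effect and no enzyme for full effect; nearly all actives have a fitted effect of over 35% in size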
POLB inh = DNA polymerase beta (human) inhibition; P06746; Potency, µM (top dose mostly 114 µM), inactives show at the highest dose activity change, negative = inhibition, hits mostly inhibitors; Pol beta primer extension/strand displacement, fluorescence kinetic; hit rate 1.3% among 340,000; further: on the % scale 0 is the no-effect control and ±100 the full control effect
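Enzyme-only controls used 10 nM Pol beta; buffer lacking enzyme served as negative control. Compound preincubated 15 min, then 50 nM substrate added; 0 and 10 min reads at room temperature.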
Pol kappa inh = DNA polymerase kappa (human) inhibition | Q9UBT6 | hit rate 0.53% among 400,000 | Potency, µM (titrated, usually from 107 µM), inactives show at the top dose activity, negative = inhibition, actives largely listed as inhibitors | purified Pol kappa, fluorescent DNA synthesis assay, 10 min | AID 588579; further: on the % scale 0 is the no-effect control and ±100 the full control effect
Target sequence (Q9UBT6 whole entry, looked up): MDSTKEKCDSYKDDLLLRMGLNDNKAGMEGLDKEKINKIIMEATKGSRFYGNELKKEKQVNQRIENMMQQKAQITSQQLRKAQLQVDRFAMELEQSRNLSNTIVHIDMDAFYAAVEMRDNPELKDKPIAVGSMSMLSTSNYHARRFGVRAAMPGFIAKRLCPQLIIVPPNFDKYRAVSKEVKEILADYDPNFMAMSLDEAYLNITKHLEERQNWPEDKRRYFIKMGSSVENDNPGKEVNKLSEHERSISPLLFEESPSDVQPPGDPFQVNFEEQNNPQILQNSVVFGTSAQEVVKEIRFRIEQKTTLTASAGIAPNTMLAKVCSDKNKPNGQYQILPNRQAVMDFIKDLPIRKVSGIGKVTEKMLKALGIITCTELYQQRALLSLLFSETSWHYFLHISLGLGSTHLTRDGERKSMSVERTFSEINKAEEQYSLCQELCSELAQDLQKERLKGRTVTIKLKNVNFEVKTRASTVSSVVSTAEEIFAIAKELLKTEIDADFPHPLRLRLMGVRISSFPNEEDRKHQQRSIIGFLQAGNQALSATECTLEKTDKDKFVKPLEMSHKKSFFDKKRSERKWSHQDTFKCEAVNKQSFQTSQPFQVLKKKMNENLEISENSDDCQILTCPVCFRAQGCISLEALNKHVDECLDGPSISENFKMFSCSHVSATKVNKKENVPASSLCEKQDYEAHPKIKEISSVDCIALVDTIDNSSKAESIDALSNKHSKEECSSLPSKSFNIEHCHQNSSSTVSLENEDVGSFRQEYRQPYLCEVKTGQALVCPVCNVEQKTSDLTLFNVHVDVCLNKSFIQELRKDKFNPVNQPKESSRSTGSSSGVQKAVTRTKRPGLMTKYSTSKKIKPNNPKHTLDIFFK
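10 nM Pol kappa preincubated 15 min at room temperature with compounds, then reaction started with substrate at 50 nM final. Fluorescence read kinetically at 0 and 10 min; buffer-only wells served as negative control.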
Starred values were filed as active, the others as inactive; ? = inconclusive; . = not tested or not shown; & = joins results of further samples; [ ] = another dose, or the depositor's remark. The call rests on the fitted dose curve; in most records, active means well fitted curve in the direction sought with a large enough effect; inconclusive means small, poorly fitted or top-dose-only effect, or another doubt; inactive means no such curve, though single readings can be large; an effect the other way counts as inactive or inconclusive. Potency means the concentration at half of the fitted maximal effect.

item	mol	JMJD2A Tudor	POLB inh	BLM inh	Pol eta inh	G9a block	Pol kappa inh	APEX1 inh	Pol iota inh	BAZ2B inh
1	CCCCSc1nc2c([nH]1)c(=S)n(C)c(=O)n2C	-17%	.	.	2%	.	-19%	.	18%	.
2	COc1ccc(C(CNC(=O)c2oc3ccc(Br)cc3c2C)N2CCCCC2)cc1 (stereo not given)	-34%	0%	-5%	-19%	-2%[59 µM]	-3%	2%	156%[activator]	-36%
3	COc1ccc(-c2nc3ccc(C(=O)NCc4ccc(C)cc4)cc3nc2-c2ccc(OC)cc2)cc1	11%	-30%	-4%	-17%	24%[59 µM]	1%[60.1 µM]	.	3%	24%
4	Cc1ccn(-c2n[nH]c(C)c2[N+](=O)[O-])n1	-26%	-19%	-1%	-12%	?	-11%	-6%	35%[activator]	?
5	CCN1C(=O)C(=O)N(CC(=O)N(C)CC(=O)Nc2ccccc2C(F)(F)F)C1=O	9%	.	.	-17%	.	5%	22%	34%[activator]	.
6	O=C(CCCNC(=O)c1ccc(Cl)cc1)NCc1ccc(F)cc1	-11%	?	-3%	-26%	-26%	-6%	37%[activator]	12%	-21%
7	Cc1cc(NC(=O)Cn2nc(C(F)(F)F)c3c2CCC3)no1	-12%	-7%	2%	-8%	-1%[59 µM]	-11%	-5%	-13%	-10%
8	COc1ccccc1NC(=O)c1sc(NC(=O)c2ccco2)c(C#N)c1C	-7%	-1%	-5%	0%	-3%[59 µM]	0%	5%	-8%	-6%
9	CN(C)C(CNC(=O)CCNC(=O)c1ccccc1Cl)c1ccco1 (stereo not given)	0%	.	.	-11%	12%[59 µM]	-6%	8%	?	8%
10	O=C(CNc1cccc(S(=O)(=O)N2CCCCC2)c1)Nc1ccccc1F	-23%	24%	-7%	-9%	15%[12.7 µM]	-2%	-13%	10%	?
11	CN(C1CCCCC1)S(=O)(=O)c1ccc(NC(=O)C2CCCCC2C(=O)O)cc1 (stereo not given)	-8%	-13%	-1%	-5%	11%[59 µM]	-3%	1%	6%	-1%
12	O=C(/C=C\Nc1cccc(F)c1)c1cccs1	-1%[11.4 µM]	-3%	-6%	-26%	-7%[59 µM]	-7%	-3%	0%	16%
13	CCOC(=O)c1sc2nc(CSCC(=O)OCc3ccc(C(=O)OC)o3)[nH]c(=O)c2c1C	-19%	0%	-4%	0%	-43%[59 µM]	-7%	0%	24%	?
14	Cc1ccc(/C=N/NC(=O)c2cccs2)s1	-20%	-10%	5%	-4%	45%[59 µM]	-7%	-2%	-8%	7%
15	CCc1ccccc1N(C)C(=O)c1cc2c(Cl)nc3ccc(C)cc3c2s1	7%	-9%	-7%	-11%	16%[59 µM]	-14%	.	33%[activator]	6%
16	N#CC1(NC(=O)CSc2nnc3n2CCCCC3)CCCCC1	4%	.	.	-16%	.	1%	-7%	32%[activator]	.
17	CC(C)CC(=O)Nc1nnc(S(=O)(=O)N2CCc3ccccc32)s1	-8%&-32%	24%&-9%	3%&-2%	-16%&-22%	-12%	-13%&-1%	11%	-20%&33%	-4%&-31%
18	COc1ccccc1C1C2=C(CC(C)(C)CC2=O)N(CC(=O)O)C2=C1C(=O)CC(C)(C)C2	5%	3%	2%	-10%	.	-23%	2%	?	-29%
19	C=CCNC(=O)Cc1c(OC)ccc2cc(Br)ccc12	-5%	-6%	-3%	-2%	-5%[59 µM]	-9%	?	97%[activator]	6%
20	CCOC(=O)c1cnc(-n2nc(C)cc2C)nc1NC1CCCCC1	-24%	4%	-1%	-8%	11%	-12%	-4%	41%[activator]	6%
21	O=C(NNC(=O)C1CCC1)c1ccccc1F	5%	.	.	-11%	0%	-11%	0%	29%	-4%
22	Brc1ccccc1-c1nc2c3ccccc3ncn2n1	-4%	.	.	-21%	-21%[2.33 µM]	0%	31%	3%	-21%
23	C=CCc1cccc(/C=N/NC(=O)c2ccccc2Br)c1O	-12%	5%	-8%	-21%	7%	-5%[60.1 µM]	?	20%	8%
24	O=C(N/N=C/c1ccc(O)cc1)c1csc2ccccc12	-19%	-2%	-8%	-22%	49%[12.7 µM]	-21%	-2%	-4%	8%
25	Cc1nn(-c2ccccc2)c2c1N(CCCC(=O)NCc1ccc(Cl)cc1)C(=O)CS2	-18%	3%	0%	-19%	-4%[59 µM]	-5%	.	8%	-4%
26	COc1cc(/C=C/C(=O)OCC(=O)N(C)Cc2ccccc2)ccc1O	-20%	.	.	-7%	20%[12.7 µM]	0%	10%	17%	6%
27	CNc1ccnc(-c2ccccc2OC)n1	.	.	-3%	.	-3%[0.501 µM]	2%[60.1 µM]	-2%	.	.
28	CCS(=O)(=O)c1nc(S(=O)(=O)c2ccc(C)cc2)c(N2CCOCC2)s1	-5%	25%	0%	-1%	.	-12%	-23%	0%	-15%
29	N#CCOc1ccccc1/C=C/c1nc2ccccc2c(=O)[nH]1	-12%	20%	-8%	-2%	?	-7%	25%	?	2%
30	CC1CCN(CC(=O)N2CCc3ccccc32)CC1	-2%	16%	1%	-12%	53%[activator]	5%	22%	12%	1%
31	CCC(OC(=O)c1cccs1)C(=O)NC1CCCCC1 (stereo not given)	-2%	19%	-2%	6%	21%	-6%	0%	10%	17%
32	Cc1ccc(-n2nc(C)c3c(C(=O)NCc4ccc(F)cc4)cc(C)nc32)cc1	10%	-1%	1%	?	-2%[59 µM]	0%	.	24%	13%[57.1 µM]
33	COc1cc(OC)cc(-c2nc(N)n[nH]2)c1	7%	13%	0%	-16%	-15%[12.7 µM]	-4%	-1%	6%	6%
34	CN1C(=O)CC(N2CCN(c3ncccn3)CC2)C1=O (stereo not given)	-3%	3%	2%	-17%	25%[59 µM]	-6%	2%	0%	1%
35	COc1ccccc1CN1CC(C(=O)N(C)Cc2[nH]c3ccccc3c2C)CCC1=O (stereo not given)	-22%	-20%	0%	-21%	8%	-6%	16%	12%	-36%
36	O=C(CC(c1ccccc1)c1cc(Cl)ccc1O)N1CCCC1 (stereo not given)	-26%	4%	-7%	-15%	.	-2%	13%	19%	-25%
37	CCN(C(=O)COC(=O)/C=C/c1ccc(OC)c(OC)c1)c1c(N)n(Cc2ccccc2)c(=O)[nH]c1=O	-5%	.	.	-7%	.	2%	.	25%	.
38	CN1C(C(=O)NCC2CC2)CC2Cn3c(nc4cc5ccccc5cc43)C21 (stereo not given)	-7%	?	-4%	-5%	7%[59 µM]	3%	4µM*	7%	-13%
39	O=C(COc1cccc2ccccc12)Nc1ccc(Cl)cc1C(=O)O	-27%	?	0%	?	79µM*	-11%	17%	8%	-18%
40	COCCCNC(=O)c1cc(-c2ccc(OC)cc2)nc2n[nH]c(-c3ccc(Cl)cc3)c12	-8%	24%	-3%	-8%	3%[59 µM]	18%	.	15%	-17%

3 compounds from above, arranged by the number in Pol kappa inh, largest number first:
No. | canonical_smiles | JMJD2A Tudor | POLB inh | BLM inh | Pol eta inh | G9a block | Pol kappa inh | Pol iota inh | BAZ2B inh
36 | O=C(CC(c1ccccc1)c1cc(Cl)ccc1O)N1CCCC1 (stereo not given) | -26% | 4% | -7% | -15% | . | -2% | 19% | -25%
31 | CCC(OC(=O)c1cccs1)C(=O)NC1CCCCC1 (stereo not given) | -2% | 19% | -2% | 6% | 21% | -6% | 10% | 17%
21 | O=C(NNC(=O)C1CCC1)c1ccccc1F | 5% | . | . | -11% | 0% | -11% | 29% | -4%

(more compounds)
item	mol	JMJD2A Tudor	POLB inh	BLM inh	Pol eta inh	G9a block	Pol kappa inh	APEX1 inh	Pol iota inh	BAZ2B inh
41	CCn1c(C)c(C)c2cc(C(=O)NCc3ccc(N(C)C)cc3)ccc21	22µM*	-1%	-8%	-19%	13µM*	-6%	.	2%	22µM*
42	CC(=O)c1ccc(NC(=O)CSc2nc(=O)n(CCN3CCOCC3)c3c2CCC3)cc1	-6%	.	.	-5%	2%[59 µM]	-4%	-21%	3%	11%
43	COc1cc(C(=O)Nc2ccc(OCc3cc(=O)n4ccc(C)cc4n3)cc2)cc(OC)c1OC	-3%	3%	-5%	-11%	1%[59 µM]	0%[60.1 µM]	.	-8%	-4%
44	O=C(Nc1ccccc1OCc1cc(=O)n2ccccc2n1)Nc1ccccc1C(F)(F)F	-11%	0%	-7%	-15%	-12%[59 µM]	3%[60.1 µM]	.	17%	7%
45	COc1ccc(NC(=S)N2CCCC2)cc1OC	-7%	10%	-3%	-12%	?	-2%	0%	37%[activator]	-22%
46	COc1ccc(C(=O)N/C(=C/c2ccco2)C(=O)NCc2ccco2)cc1	-22%	36%	-4%	9%	?	-22%	6%	96%[activator]	-13%
47	NS(=O)(=O)c1ccc(NC(=S)NCc2ccco2)cc1	-29%	3%	3%	9%	3.2µM*	-8%	3%	67%[activator]	?
48	CC(=O)c1ccc(OCc2ncc(C(F)(F)F)cc2Cl)cc1	18%	-24%	-1%	-19%	58%	-5%	3%	138%[activator]	11%
49	Cc1ccc(Cc2ccc(C(=O)NNC(N)=S)o2)cc1	-33%	2%	0%	3%	56µM*	-8%	-5%	18%	-3%
50	Cc1onc(-c2ccccc2Cl)c1C(=O)Nc1ccc(-n2nncc2-c2ccco2)cc1	?	17%	-10%	-13%	40µM*	-7%	-6%	?	?
51	COc1ccccc1-c1ccc(Nc2cccc(C(C)=O)c2)nn1	-6%	3%	-3%	-12%	6%[12.7 µM]	-7%	-3%	-10%	4%
52	CCc1ccc(-c2ccc(SCC(=O)Nc3nnc(C)s3)nn2)cc1	?	40µM*	-9%	-10%	-35%	-15%	-4%	103%[activator]	-38%
53	COC(=O)c1cc(COC(=O)c2ccc(OC)c(S(=O)(=O)N3CCCC3)c2)oc1C	-26%	?	-5%	-2%	16%[2.33 µM]	-25%	-7%	-5%	-9%
54	Clc1cc(Cl)c2nc(N3CCOCC3)sc2c1	6%	2%	4%	-15%	14%[59 µM]	-3%	7%	-5%	8%
55	COc1ccc(/C=N/NC(=O)c2nonc2N)cc1OC	-12%	2%	1%	-3%	17%	-3%	-4%	60%[activator]	-4%

These rows are one share of the data. The share of hits here may be higher or lower than overall.
